# GALR2 antag = antagonists of human galanin receptor 2 (GALR2). inhibition, % at 4 µM. GALR2-expressing cells, antagonist mode. O43603. actives 0.39% (n = 140,000); in the data active = inhibition above about 27%;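 also: cells stimulated with galanin 1-16 at roughly its EC80; 0% = agonist challenge control and 100% = basal control without agonist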
# Target sequence (O43603 whole entry, looked up): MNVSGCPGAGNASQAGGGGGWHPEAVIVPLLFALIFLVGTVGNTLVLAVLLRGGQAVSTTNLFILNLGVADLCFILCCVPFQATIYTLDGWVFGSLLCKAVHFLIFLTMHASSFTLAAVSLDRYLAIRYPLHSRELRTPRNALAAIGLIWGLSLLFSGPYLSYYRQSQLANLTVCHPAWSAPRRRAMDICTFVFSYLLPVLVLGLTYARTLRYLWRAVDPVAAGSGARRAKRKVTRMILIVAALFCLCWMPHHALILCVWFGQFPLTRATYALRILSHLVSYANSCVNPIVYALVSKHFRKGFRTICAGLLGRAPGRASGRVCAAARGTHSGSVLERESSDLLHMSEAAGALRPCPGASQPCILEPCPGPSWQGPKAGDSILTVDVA
# MRP-1 activ = activates MRP-1; H69AR cells + doxorubicin, viability rescue, CellTiter-Glo; viability increase, % at 10 µM; actives 0.61% (n = 140,000);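 active = viability gain under doxorubicin at or above a set limit, the compound median plus 3 SD, cut at about 4.7% in these data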;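 also: MRP-1 overexpressing cells given doxorubicin 25 µM after compound pretreatment; 18-22 h compound pretreatment then 72 h with doxorubicin before readout; 0% = doxorubicin-only wells and 100% = vehicle-treated cells without doxorubicin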
# PTEN del growth = suppresses growth of cells with PTEN deletion; viability, % at 10 µM; actives 1.2% (n = 140,000); AID 827; HCT116 PTEN-null viability, CellTiter-Glo, 60 h; stronger effect = lower value;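 active = viability at or below a set limit, 4 SD under the median of all tested compounds, cut at about 3.7% in these data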;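 also: PTEN knockout HCT116 line with beta catenin targeted HCT116 as companion control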
# HCT116 bCat-KO = beta-catenin-lacking colon tumor cell growth suppression; HCT116 beta-catenin knockout viability, CellTiter-Glo, 60 h; stronger effect = lower value; viability, % at 10 µM; actives 1.5% (n = 140,000); AID 818;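 active = viability at or under a set limit, the compound median less 4 SD, cut at about 6% in these data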;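 also: 0% = Hyamine 1622 control at 20 µM and 100% = untreated cell control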
# Yeast growth inh = chemicals that inhibit yeast BB579 growth in restrictive medium (lifespan-shortening candidates); actives 0.51% (n = 140,000); S. cerevisiae BB579 growth, OD615, 48 h; inhibition, % at 10 µM;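 active = inhibition above a set limit, 3 SD over the mean compound inhibition, cut at about 44% in these data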; also: inactives centre near -24
#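 System: DeaD yeast strain BB579; buffer or medium: CSMM-D dextrose restrictive medium; technique: OD at 615 nm; schedule: 4 h cell preincubation, 48 h compound exposure, 30 °C humidified; doses: single 10 µM dose; controls: amphotericin B 10 µg/mL, positive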
# E-sel TNF inh = TNF alpha driven E-selectin expression inhibition | HUVEC TNFa-induced E-selectin immunofluorescence, high content | inhibition, % at 2 µM | actives 0.71% (n = 120,000) | AID 1246;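 active = inhibition above the batch mean plus 3 SD, and confirmed as a hit on visual image review, cut at about 43% in these data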;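 also: 0% = TNF-stimulated DMSO wells and 100% = unstimulated control wells; not every result past the cut was called active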
# Yeast lifespan up = extends the lifespan of yeast. S. cerevisiae growth with nicotinamide, OD615; deaD strain in restrictive glucose medium. actives 0.68% (n = 130,000). inhibition of the nicotinamide effect, % at 10 µM. AID 775;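 active = inhibition above a set limit, placed 3 SD over the median of all compounds, cut at about 26% in these data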;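 also: 0% = nicotinamide-treated wells and 100% = cells grown without nicotinamide; some compounds called inactive have numbers as strong as hits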
#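 Material: Modified budding yeast, DeaD strain | Medium: Restrictive glucose medium | Probe or stimulus: 1.5 mM nicotinamide | Dosing: Single dose 10 µM compound, 0.25% DMSO | Times: 48 h at 30 °C | Technique: OD615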
# Phagocytosis inh = macrophage phagocytosis inhibition; J774A.1 macrophage IgG-bead phagocytosis, imaging; inhibition, % at 5 µM; actives 0.07% (n = 110,000);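 active = inhibition above the mean of the plate negative controls plus 5 SD, cut at about 13% in these data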;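 also: phagocytic index as fraction of beads internalized from green versus red external bead signal; plate controls were DMSO negative control for no effect and cytochalasin-D positive control for full effect; some results beyond the cut were filed as inactive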
# Measles CPE = protection of cells from measles virus | Measles virus-infected cells, CPE protection, absorbance | protection (pct of control), % at 4 µM | actives 1.5% (n = 140,000) | AID 841; in the data active = protection mostly above about 24%, no sharp cut-off; inactive = mostly below about 26%; also: some compounds called inactive have numbers as strong as hits
# NPY Y2 blocker = antagonists of human neuropeptide Y receptor Y2; P49146; NPY-Y2 expressing cells, antagonist mode; inhibition, % at 2.7 µM; actives 0.99% (n = 140,000); AID 793; in the data active = inhibition above about 17%;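 also: 0% = vehicle with agonist challenge and 100% = reference antagonist with challenge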
# Target sequence (P49146 whole entry, looked up): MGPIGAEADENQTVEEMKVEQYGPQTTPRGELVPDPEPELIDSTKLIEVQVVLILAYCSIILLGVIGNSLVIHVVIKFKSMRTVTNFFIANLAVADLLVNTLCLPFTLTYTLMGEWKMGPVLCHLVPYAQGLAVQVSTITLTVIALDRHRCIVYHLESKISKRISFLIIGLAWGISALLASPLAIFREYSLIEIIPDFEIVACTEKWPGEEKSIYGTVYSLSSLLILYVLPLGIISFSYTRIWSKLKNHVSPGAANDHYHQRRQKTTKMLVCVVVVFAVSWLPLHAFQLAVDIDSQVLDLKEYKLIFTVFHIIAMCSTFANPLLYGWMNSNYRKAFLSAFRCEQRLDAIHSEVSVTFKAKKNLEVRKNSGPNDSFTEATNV
# * = called active by the depositor; · = no result given.
SMILES,GALR2 antag,MRP-1 activ,PTEN del growth,HCT116 bCat-KO,Yeast growth inh,E-sel TNF inh,Yeast lifespan up,Phagocytosis inh,Measles CPE,NPY Y2 blocker
Cc1cc(C)c2c(n1)nn1c(-n3ccnc3)cc(C)nc21,1,-3.9,90,86,-34,·,-25,-2,17,0
CCOC(=O)N1CCC(N(C(=O)Nc2ccccc2)C(C)CC)CC1 (stereo not given),0,-1.4,96,93,-20,·,-2,·,8,-1
Brc1cccc(OCCOCCn2ccnc2)c1,-13,0.3,88,86,-23,-14,-1,0,30,0
CC(C)Oc1ccc(CNCCC2(C(C)C)CCOC(C)(C)C2)cc1 (stereo not given),-2,-2.3,80,85,1,2,-8,-1,10,3
COc1ccc(C(=O)n2nc(-c3ccco3)nc2N)cc1,8,-1.4,103,96,-21,-4,·,·,4,-2
CC1CCCCN1C(=O)CSc1nc(N)cc(=O)[nH]1 (stereo not given),-3,0.2,89,90,-12,-16,-3,-1,6,-1
Cc1cc(C=O)c(C)n1-c1ccc(N2CCCC2)c([N+](=O)[O-])c1,0,-1.3,77,81,7,·,-6,-2,8,4
CCOC(=O)c1nnn(-c2nonc2OC)c1-c1ccccc1,5,-1.2,97,88,-12,-24,-8,0,29,2
COc1cnn(Cc2ccccc2)c(=O)c1SCc1ccccc1,7,0.4,91,83,-37,29,0,-4,3,3
Cc1onc(-c2c(F)cccc2Cl)c1C(=O)NC(=S)NC1CCSC1=O (stereo not given),-1,-0.5,90,95,-43,·,2,-5,9,0
O=S(=O)(Nc1cnc2ccccc2c1)N1CCCCCC1,-3,-1.3,82,82,-16,-1,-8,-1,22,0
O=C(NNS(=O)(=O)c1ccc2ccccc2c1)c1cccs1,1,1.9,97,86,-9,·,5,-11,29,13
CCCc1[nH][nH]c(=O)c1C(c1cccc(Cl)c1)C(C#N)C#N (stereo not given),-2,-1.7,103,93,-58,-12,17,1,19,58*
CC1CCC(C(=O)NC(C(=O)NCCCN2CCOCC2)C(C)C)CC1 (stereo not given),2,-1.7,97,98,-1,·,-2,-2,37,1
O=C(CCSCc1cccc(Cl)c1)NC1CCCC1,4,-1.7,90,92,-48,·,-1,-2,5,5
O=C(CCc1nc2ccccc2s1)c1ccccc1,-1,-1.9,102,92,-9,·,-6,-7,21,3
O=C(NCc1ccccc1)c1c(F)c(F)c(F)c(F)c1F,11,-1.3,92,94,-48,-50,5,0,21,3
CCN(CC)S(=O)(=O)c1ccc(C(=O)NNC(=O)c2cccs2)cc1,3,2.8,96,98,0,15,1,-12,18,-1
O=C(NNc1nc(-c2ccccc2)cs1)c1ccco1,6,-2.9,44,34,-7,3,-5,-3,5,1
CCCCOc1ccc(NC(=O)C(=O)NCCC2=CCCCC2)cc1,-7,-4.8,60,78,-19,4,10,-2,9,1

# Given field by field: part of the list above.
> O=S(=O)(Nc1cnc2ccccc2c1)N1CCCCCC1
  GALR2 antag: -3
  MRP-1 activ: -1.3
  PTEN del growth: 82
  HCT116 bCat-KO: 82
  Yeast growth inh: -16
  E-sel TNF inh: -1
  Yeast lifespan up: -8
  Phagocytosis inh: -1
  Measles CPE: 22
  NPY Y2 blocker: 0
> Cc1cc(C)c2c(n1)nn1c(-n3ccnc3)cc(C)nc21
  GALR2 antag: 1
  MRP-1 activ: -3.9
  PTEN del growth: 90
  HCT116 bCat-KO: 86
  Yeast growth inh: -34
  E-sel TNF inh: ·
  Yeast lifespan up: -25
  Phagocytosis inh: -2
  Measles CPE: 17
  NPY Y2 blocker: 0

# Remaining list, next part.
SMILES,GALR2 antag,MRP-1 activ,PTEN del growth,HCT116 bCat-KO,Yeast growth inh,E-sel TNF inh,Yeast lifespan up,Phagocytosis inh,Measles CPE,NPY Y2 blocker
Cc1nnc2n(-c3ccccc3)c(=O)c3c4c(sc3n12)COC(C)(C)C4,19,-0.8,109,108,-34,-39,-2,1,8,3
Cc1nn(C)cc1C1C(C#N)=C(N)N(c2ccc(F)c([N+](=O)[O-])c2)C2=C1C(=O)CCC2 (stereo not given),8,-5.0,73,77,-8,1,2,0,12,2
CC(C)CCNC(=O)c1ccc2c(c1)ncn2C1CCCCC1,9,1.8,104,107,-30,7,-21,2,8,0
COc1ccc2nc(/C=N/NC(=O)[C@H](CCSC)NC(=O)OC(C)(C)C)ccc2c1,-3,-0.9,84,90,-30,·,4,-5,3,1
CCC1(C(=O)c2ccccc2)C2c3cc(Br)ccc3OC(=O)C21C(=O)N1CCOCC1 (stereo not given),4,-2.1,97,93,-18,-13,-5,·,4,0
CC(C)c1nc2sc3c(=O)n(N)cnc3c2c2c1COC(C)(C)C2,5,-1.6,80,92,-29,·,3,·,29,7
Cc1cccc(-c2nnc(SCCOc3ccc4c(C)cc(=O)oc4c3)o2)c1,-7,3.5,99,99,-31,23,-15,1,10,3
O=C(CSc1ccccc1C(=O)O)Nc1cccc(C(=O)O)c1,2,0.1,88,106,-4,-23,1,0,5,3
Cc1ccccc1NC(=O)Cn1cnc2c(oc3nc4c(cc32)COC(C)(C)C4)c1=O,4,2.2,102,90,-28,19,2,0,4,-1
CC(C)COP(=O)(c1ccc(N(C)C)cc1)C(Nc1ccccc1)c1ccccc1 (stereo not given),-21,-2.9,48,56,-22,·,3,-13,4,10
CC(NC(=O)c1ccco1)C1CCCO1 (stereo not given),-4,-0.4,87,100,-8,4,-10,-1,10,2
CC(C)C(=O)NC(=O)[C@@H]1CCCN1C(=O)/C=C/c1ccccc1,8,-1.4,97,89,-24,·,1,·,3,1
Cc1cc(=O)[nH]c(Nc2cccc(C(F)(F)F)c2)n1,-9,-0.5,81,80,19,·,-10,2,8,0
CCCN1C(=O)c2cc(C(=O)NC3CCCC3)ccc2C1O (stereo not given),-7,-1.7,89,99,-7,·,-12,-1,19,1
Brc1ccc(-c2nn3c(-c4ccccn4)nnc3s2)o1,-12,-0.4,91,79,-9,-3,-6,0,6,1
Cc1cc(C(=O)Nc2cccc([N+](=O)[O-])c2)c(C)o1,-9,2.4,86,91,-51,·,-5,-3,6,3
COC(=O)C1=C(C)Nc2ncnn2C1c1ccc(C)o1 (stereo not given),1,-2.1,100,100,23,·,-10,0,3,0
O=C1c2cccnc2C(O)N1Cc1ccccc1 (stereo not given),1,-0.1,95,94,-22,·,-4,0,3,3
Cc1ccc(S(=O)(=O)N2CCCOC2CNC(=O)C(=O)NCc2cccs2)cc1 (stereo not given),9,-1.5,79,79,-40,·,0,0,13,10
N#Cc1nc(COc2ccccc2)oc1NCCCn1ccnc1,-3,0.1,105,97,-59,-6,-5,1,2,2
COC(=O)C1=C(C)N=c2s/c(=C/c3cccs3)c(=O)n2C1c1ccc(F)cc1 (stereo not given),-10,0.8,62,73,-45,-12,·,·,1,4
O=C(NCc1ccco1)C1CCCN(S(=O)(=O)c2ccc(-n3cnnn3)cc2)C1 (stereo not given),8,-5.2,85,87,-42,-65,-5,4,21,2
CNC(=O)CN(c1ccc2c(c1)OCCO2)S(C)(=O)=O,-11,-0.8,99,105,19,17,-6,-2,3,5
Cc1cccc(N2CCN(C(=O)c3ccncc3)CC2)c1C,5,-4.3,32,33,-6,-15,-5,1,6,2
COc1ccc(OC)c(C2CC(=O)N3CN(c4cccc(Cl)c4)CSC3=C2C#N)c1 (stereo not given),-8,-3.1,98,92,-16,4,-1,-1,21,-1
COC(=O)c1cc(NC(=O)Cn2c(=O)cnc3ccccc32)cc(C(=O)OC)c1,-11,-1.7,101,100,-56,11,10,0,7,0
COCC(=O)Nc1cc(OC)ccc1OC,5,-1.6,100,91,-17,8,-5,-3,11,3
Cc1cccc(C)c1-n1c(C)cc(/C=N\Nc2ccc([N+](=O)[O-])cn2)c1C,17,1.0,58,61,-44,14,-6,2,10,2
O=C(Nc1ccc(Cc2ccc(NC(=O)N3CCOCC3)cc2)cc1)N1CCOCC1,10,-1.4,98,92,-16,14,-6,-5,23,3
CN(C)CCNC(=O)c1ccc(COCC(F)(F)F)cc1,-18,-0.6,97,92,8,-5,-16,-1,13,4
CCOC(=O)C(Cc1ccc(NC(=O)/C(=C/c2ccccc2)NC(=O)c2ccccc2)cc1)N1C(=O)c2ccccc2C1=O (stereo not given),-2,-5.8,66,61,-24,25,-7,·,8,6
CCCNC(=O)CN(C)C(=O)c1n[nH]c2ccccc12,-3,-1.3,90,95,-32,-32,-2,1,·,0
CC(C)CNS(=O)(=O)c1ccccc1C(=O)N1CCCCC1,-4,-0.5,91,97,-4,42,-9,-1,7,1
CN(Cc1ccccc1)c1nc2c(c(=O)[nH]c(=O)n2C)n1CCCc1ccccc1,-9,-0.9,56,59,-24,-3,-10,0,3,5
Cc1c(NC(=S)/C=C2\N(C)c3ccccc3C2(C)C)c(=O)n(-c2ccccc2)n1C,4,-2.7,16,8,3,31,-16,·,13,-1
O=C(c1cccnc1)N1CCN(c2ccc(Cl)cc2)CC1,6,-1.8,92,83,-20,-4,1,1,7,1
CC(C)NS(=O)(=O)c1ccc(NC(=O)NC2CCCCC2)cc1,4,0.2,97,91,-39,·,5,-7,7,1
Cc1cc2n(n1)SC(Nc1ccc(F)c(Cl)c1)N2 (stereo not given),6,-4.4,92,82,-9,-1,·,·,3,-1
CS(=O)(=O)Nc1ccccc1C(=O)Nc1ccc2c(c1)OCCO2,-19,-1.8,101,101,-16,-15,-4,-1,1,3
CCOC(=O)N1CCN(c2c(NCc3cccs3)c(=O)c2=O)CC1,-5,-4.1,38,43,0,17,-9,·,17,-1
O=C(Nc1ccccn1)[C@@H]1CCC(=O)N1C(=O)OCc1ccccc1,24,-0.6,103,90,-59,-7,-1,0,15,0
Cc1ccc(C(=O)Oc2ccc([N+](=O)[O-])cc2)cc1S(=O)(=O)N1CCCCCC1,12,-0.1,103,92,-65,6,18,-7,17,3
CCCCOc1ccc(C(=O)N/C(=C/C=C/c2ccccc2)C(=O)NCCO)cc1,6,-0.4,105,105,-23,-14,5,-11,7,7
O=C(Nc1ccc(OCc2ccccc2)cc1)c1cccnc1,3,-1.9,87,85,-53,-5,-12,0,5,4
c1ccc(-c2cc(N3CCCCC3)nc(-c3ccccc3)n2)cc1,-5,0.8,94,93,-8,-1,·,·,14,2
COc1cc(NS(=O)(=O)c2ccc(OC)c(OC)c2)cc(OC)c1,-18,-3.0,91,100,-24,-38,-17,-3,5,-1
CN(C)c1ccc(C(CNS(=O)(=O)c2ccc(F)cc2)c2c[nH]c3ccccc23)cc1 (stereo not given),5,-3.0,85,84,-40,-19,3,-4,7,-3
Cc1cc(NO)nc(-c2ccc(Br)cc2)n1,24,-1.6,89,95,-47,·,-10,-1,10,0
CC(C)(Oc1ccc(Cl)cc1)C(=O)NCCCn1ccnc1,-10,-1.6,86,85,-9,-35,-24,0,4,2
C=C(C)CNC(=S)Nc1sc2c(c1C(=O)OCC)CC(C)(C)OC2,-5,-3.0,95,86,-23,25,-1,-9,4,2
S=C(NCc1cccnc1)Nc1ccc(Cl)cc1,4,-3.9,97,89,-7,-11,-3,·,11,3
CC(c1ccco1)N(C(=O)c1ccccc1NS(=O)(=O)c1cccc([N+](=O)[O-])c1)c1ccccn1 (stereo not given),-8,-2.0,88,93,-20,-10,34*,1,7,0
